# M4 PAM: potentiates acetylcholine response at human M4 receptor; CHO-K1 hM4/Gqi5, Fluo-8 calcium fluorescence, ACh EC20; 0% = ACh EC20, 100% = maximal ACh; 360,000 compounds, 0.4% hits; activation, % at 3 µM; AID 624126;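 active means activation above its plate's cutoff, the mean activation of sample wells plus 3 SD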; further: some results filed as inactive read as strong as hits
# CHO-K1 Ca PAM: counter-screen for M1 PAMs: effect in parental CHO-K1 cells | 360,000 compounds, 0.02% hits | activation, % at 3 µM | ATP EC20, Fluo-8 calcium fluorescence; 0% at ATP EC20, 100% at ATP max | AID 602247;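 active means activation above the run cutoff, the mean activation of all test compounds plus 3 SD, cut at about 40% in these data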;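 further: peak over basal fluorescence ratio in a 140 s read after ATP addition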
# CRFBP-R2 block: blocks CRF-induced signaling of the CRF-BP/CRF-R2 complex | 350,000 compounds, 0.59% hits | inhibition, % at 11.8 µM | HEK293 CRF-R2/CRF-BP, CRF-induced calcium fluorescence;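 active means inhibition of the ligand-induced calcium signal above about 50% at the single tested concentration, limit read from the data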
# CHRM5 antagonist: antagonists of human muscarinic M5 receptor (CHRM5). P08912. CHO-hM5 cells, Fluo-8 calcium fluorescence, ACh EC80. inhibition, % at 3 µM. 360,000 compounds, 0.59% hits. AID 624040;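 active means inhibition above a per-plate cutoff, the mean of that plate's test compounds plus 3 SD, cut at about 27% in these data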;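 further: 0% = acetylcholine EC80 with DMSO and 100% = DMSO without agonist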
# Target sequence (P08912 whole entry, looked up): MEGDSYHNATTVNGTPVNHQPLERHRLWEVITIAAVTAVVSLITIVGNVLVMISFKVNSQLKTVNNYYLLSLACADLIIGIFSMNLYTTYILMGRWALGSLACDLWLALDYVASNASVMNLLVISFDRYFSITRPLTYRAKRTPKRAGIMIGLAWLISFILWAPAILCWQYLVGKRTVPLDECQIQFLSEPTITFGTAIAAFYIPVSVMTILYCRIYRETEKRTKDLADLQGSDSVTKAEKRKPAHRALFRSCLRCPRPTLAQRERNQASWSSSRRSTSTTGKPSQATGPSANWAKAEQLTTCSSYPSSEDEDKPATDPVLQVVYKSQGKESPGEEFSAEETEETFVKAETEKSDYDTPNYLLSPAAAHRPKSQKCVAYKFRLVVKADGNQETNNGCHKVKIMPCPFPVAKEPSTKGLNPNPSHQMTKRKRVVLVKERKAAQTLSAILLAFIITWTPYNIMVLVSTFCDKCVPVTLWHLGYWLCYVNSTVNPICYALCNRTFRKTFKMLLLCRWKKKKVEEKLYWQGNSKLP
# CRFR2-BP ag: agonists of human CRF-binding protein/CRF-R2 receptor complex | HEK293 CRF-R2/CRF-BP, calcium dye fluorescence (FLIPR); percent of saturating CRF peptide response | activation, % at 13.2 µM | 350,000 compounds, 0.46% hits | AID 588473;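 active means activation of at least 50%, plus an integration ratio under a set limit after plate pattern correction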;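 further: plate controls were neutral control wells without compound for no effect and CRF at EC100 for full effect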
# TAAR1 antag: human TAAR1 antagonism; AID 624466; Q96RJ0; inhibition, % at 3 µM; 360,000 compounds, 1.5% hits; CHO RD-HGA16 TAAR1, Fluo-8 calcium fluorescence, antagonist;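 active means inhibition above a per-plate cutoff, the mean inhibition of test compounds on that plate plus 3 SD, cut at about 49% in these data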;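 further: 0% = DMSO plus EC80 beta-PEA response and 100% = DMSO alone without agonist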
# Target sequence (Q96RJ0 whole entry, looked up): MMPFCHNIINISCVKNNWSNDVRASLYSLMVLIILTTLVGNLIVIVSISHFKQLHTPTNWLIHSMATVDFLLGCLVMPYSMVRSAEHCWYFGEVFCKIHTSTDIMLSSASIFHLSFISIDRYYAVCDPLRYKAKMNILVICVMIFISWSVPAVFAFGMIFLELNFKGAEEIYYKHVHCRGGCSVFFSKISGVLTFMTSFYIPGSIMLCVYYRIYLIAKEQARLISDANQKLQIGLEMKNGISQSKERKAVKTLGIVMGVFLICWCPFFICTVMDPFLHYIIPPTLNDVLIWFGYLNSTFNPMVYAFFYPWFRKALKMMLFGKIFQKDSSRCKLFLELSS
#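 Test system: RD-HGA16 CHO cells with stable hTAAR1 and Gα16 / Probe or stimulus: EC80 β-phenethylamine stimulus / Times: seeding 17-24 h prior, 75-min 37 °C, 30-min RT dye loading / Detection: Fluo-8 calcium-sensitive fluorescence / Read-out basis: % inhibition scaled between DMSO and EC80 PEA controls / Repeats: singlicate, one well per test compound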
# TAAR1 ag: agonists of human TAAR1; 360,000 compounds, 0.99% hits; AID 624467; CHO RD-HGA16 TAAR1, Fluo-8 calcium fluorescence; vehicle wells 0%, saturating PEA agonist 100%; activation, % at 3 µM; Q96RJ0;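 active means activation above the mean activation of all test compounds in the run plus 3 SD, cut at about 38% in these data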
#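 System: CHO-derived RD-HGA16 cells with stable Gα16 and human TAAR1. Times: 17-24 h plating, Fluo-8 75 min 37 °C, 30 min RT. Measured by: calcium-sensitive Fluo-8 signal, excitation 470-495, emission 515-575 nm. Read-out basis: % activation relative to PEA EC100 response. Control set: DMSO and PEA EC100. Repeats: no replicates (n 1).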
# CHRM5 agonist: agonists of human muscarinic M5 receptor (CHRM5) | P08912 | CHO-K1 hM5 cells, Fluo-8 calcium fluorescence; 0% DMSO wells, 100% maximal acetylcholine response | activation, % at 3 µM | 360,000 compounds, 0.19% hits;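 active means activation above the run's mean over test compounds plus 3 SD, cut at about 23% in these data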;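 further: signal is peak over basal fluorescence ratio across the kinetic read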
# M5 PAM: positive allosteric modulators of human muscarinic M5 receptor; P08912; 360,000 compounds, 0.3% hits; activation, % at 3 µM; CHO-K1 hM5, Fluo-8 calcium, ACh EC20 PAM; 0% = ACh EC20, 100% = ACh EC100;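 active means activation above the run cutoff, the mean activation of all test compounds plus 3 SD, cut at about 18% in these data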
#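 Assay system: CHO-K1 hM5 cells. Also added: acetylcholine at EC20 concentration, added after compound. Dosing: 3 µM, single dose. Times: compound preincubation 140 s before EC20 acetylcholine addition. Signal: Fluo-8 calcium fluorescence. Measure: % activation relative to EC20 and EC100 ACh responses. Repeats: singlicate, one well per test compound.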
# * = called active by the depositor; . = not tested or not shown. Not a hit list. About 4.2% of those tested had a hit in this group.
SMILES,M4 PAM,CHO-K1 Ca PAM,CRFBP-R2 block,CHRM5 antagonist,CRFR2-BP ag,TAAR1 antag,TAAR1 ag,CHRM5 agonist,M5 PAM
COc1ccc(C(=O)NC(=S)Nc2cccc(NC(=O)c3ccco3)c2)cc1[N+](=O)[O-],-5,7,-12,-4,-0.9,11,11,-1,-5
COCCN=c1scc(-c2cc(OC)c(OC)c(OC)c2)n1/N=C/c1c(C)[nH]c2ccccc12,-2,11,9,8,1.3,16,3,1,-7
CCS(=O)(=O)N1CCCC(C(=O)c2ccc(OC)cc2C)C1 (stereo unspecified),6,-2,-4,-1,4.0,17,-1,-3,0
CS(=O)(=O)N(CC(=O)N1CCOCC1)c1cccc(Cl)c1,7,12,16,1,0.1,-23,2,1,2
CCN(C)c1ccc(/C=N\n2nnnc2N)cc1,16,10,14,-5,0.5,-12,10,-15,-8
O=C(COC(=O)c1ccc2c(c1)OCO2)Nc1nc(-c2ccccc2)cs1,0,21,-4,-2,-0.1,19,3,-2,7
Cn1ccnc1SCC(=O)Nc1sccc1C#N,8,7,-15,0,2.9,5,9,1,1
COc1ccccc1CNC(=O)c1ccc2c(=O)n3c(nc2c1)CCCCC3,-7,-8,-3,16,0.8,4,2,-6,-9
Nc1nc(N)nc(-c2cc(F)ccc2O)n1,22,17,-6,5,-2.2,10,15,0,9
COC(=O)Nc1ccc(=O)n(Cc2c(Cl)cccc2Cl)c1,0,15,7,2,-1.0,0,11,3,1
COc1cccc(NC(=S)N2CCN(S(C)(=O)=O)CC2)c1,2,4,4,-1,1.0,-7,4,1,1
O=C(NCCCCNC(=O)C1CCCC1)C1CCCC1,10,4,5,5,0.7,6,5,-4,3
Cc1cccc(-n2c(SCC(=O)N3CCCC3)nc3n[nH]c(C)c3c2=N)c1,0,14,-14,-1,-6.6,13,5,-4,-5
O=C(COC(=O)c1ccccc1Br)Nc1ccc(F)cc1,-5,12,9,3,-0.9,-4,9,-3,2
COc1ccc(Nc2c3c(nc4ccc(C)cc24)CCC3)cc1,-1,19,-8,5,-4.7,-10,1,-4,0
O=c1c2cn[nH]c2nc(SCc2cc(=O)n3cc(Br)ccc3n2)n1-c1ccc(Br)cc1,-7,-14,-4,16,2.3,-30,1,1,-2
CC(Cn1cncn1)C(=O)N1CCN(S(=O)(=O)c2ccc(Cl)cc2)CC1 (stereo unspecified),1,9,3,9,0.8,-10,-1,0,-2
CC1CCc2c(sc(NC(=O)CSc3ncnc4c3cnn4-c3ccccc3Cl)c2C#N)C1 (stereo unspecified),11,23,8,1,-1.9,3,0,-1,0
CN(C)S(=O)(=O)c1cc(NC(=O)CSc2nn(-c3ccc(Cl)cc3)c(=S)s2)ccc1Cl,-12,1,-18,8,3.6,32,9,2,-12
Cc1ccc(NC(=O)CSc2ncn[nH]2)cc1S(=O)(=O)N1CCOCC1,-17,-3,-6,9,-1.2,-20,2,1,-13
CCCCN1C(=O)C(CC(=O)NCc2ccco2)CC(C(=O)N2CCOCC2)=C1C (stereo unspecified),4,12,-16,3,-0.1,-2,1,-1,4
O=C(NN=C1CCCC1)c1ccc([N+](=O)[O-])cc1,-4,6,25,9,-1.8,-4,4,-1,-3
CC(NC(=O)c1ccc2c(c1)OCO2)C(c1cccs1)N1CCOCC1 (stereo unspecified),3,3,2,-8,0.4,15,0,2,3
O=C(COc1ccccc1Cl)N1CCNC1=O,11,2,16,6,-1.6,-6,0,-5,-1
Cc1nnc(SCc2cccc([N+](=O)[O-])c2)o1,-8,-11,14,12,-2.5,9,6,-10,-13
Cc1cc(NC(=O)COC(=O)COc2ccc3c(c2)CCC3)no1,1,-4,7,0,-0.1,5,0,-1,3
COc1ccccc1NC(=O)C(C/C=C(\C)Cl)C(C)=O (stereo unspecified),5,20,3,-11,-0.4,6,-2,1,2
Cc1cc(C)cc(C(=O)N2CCCCCC2)c1,-1,5,7,-2,-1.0,7,16,-3,-2
C=C(C)CNC(=S)N/N=C\c1ccc2c(c1)OCO2,8,18,1,-8,-3.1,-12,0,1,13
Cc1ccc(C(=O)C2=C(O)C(=O)N(CCCN3CCOCC3)C23C(=O)N(C)c2ccccc23)o1 (stereo unspecified),-5,7,4,4,0.8,-1,4,2,-4
Cc1ccc(NC(=O)COc2ccc(-c3nnco3)cc2)cc1S(=O)(=O)N1CCOCC1,-25,-11,-16,5,-0.6,12,13,2,-17
Cc1cc(C)nc(SCCC(=O)Nc2ccccc2)n1,12,8,16,9,2.5,1,2,0,-4
Cc1ccc(NC(=O)NC(=O)N(C2CCCCC2)S(=O)(=O)c2ccccc2)cc1,-5,15,-5,1,-1.9,0,-1,-5,-8
COc1ccccc1CNc1cc(CSc2ccc(Cl)cc2)nc(C)n1,1,28,15,-7,2.5,41,18,-8,-11
O=C(Nc1ccccc1)c1cc(C2CCCN(C(=O)OCc3ccccc3)C2)on1 (stereo unspecified),-7,26,.,-1,.,19,2,0,-5
Cn1c(SCC(=O)NC2CCCC2)nnc1-c1ccncc1,2,7,3,-11,1.6,-16,15,-1,-10
COc1ccc(CNC(=O)C2CCN(S(C)(=O)=O)CC2)cc1,6,18,22,5,-1.1,-10,2,-1,-5
N#Cc1c(-c2ccccc2)oc(=O)c2ccccc12,2,8,-1,8,0.8,-16,5,-5,6
O=C(Nc1ccccc1)c1nc2ccccc2s1,3,15,-40,8,-0.6,5,10,-3,-4
O=c1oc2ccccc2c(Nc2ccccc2)c1[N+](=O)[O-],2,3,5,0,-1.4,-11,2,0,-4
CC(=O)CSc1nc(CCc2ccccc2)c(C#N)c(=O)[nH]1,0,1,9,14,-1.1,5,-1,-1,1
COc1ccc(S(=O)(=O)N2CCOCC2)cc1NC(=O)COC(=O)C1COc2ccccc2O1 (stereo unspecified),5,8,18,0,-0.6,-11,4,-4,-4
COc1cc(NC(=O)c2cc(C)no2)cc(OC)c1OC,-5,-1,9,2,-2.7,3,5,0,-1
COc1cccc(CN(C)C(=O)c2cc(-c3ccc(OC)c(OC)c3)nc3ccccc23)c1,-8,-4,-11,28*,1.7,51*,3,-3,-13
Cc1ccc(C)c(N2N=C(C(=O)OCc3nnc(-c4ccccc4Br)o3)CCC2=O)c1,2,15,-8,3,0.6,-2,10,0,0
Cc1cc(C(=O)N2CCc3ccccc32)n(-c2ccccc2)n1,5,14,22,2,-1.2,2,-1,-3,-5
COc1cccc(COC(=O)CSCC(=O)Nc2cccc(C)c2)c1OC,2,2,2,-2,-2.6,-2,1,4,-2
O=C(O)Cc1ccc(NC(=O)c2cnccn2)cc1,2,15,49,4,-0.4,3,8,0,11
COc1ccc(C(=O)NCC2CCCN2S(=O)(=O)c2ccccc2)cc1OC (stereo unspecified),7,9,4,0,1.1,-28,1,-2,-3
CCC(Sc1nnc(C)s1)C(=O)Nc1nccs1 (stereo unspecified),4,11,3,-12,-0.3,0,6,-2,9
CC(C(=O)NCCc1ccccc1)N1c2cccc3cccc(c23)S1(=O)=O (stereo unspecified),0,5,6,21,-0.7,6,-1,-8,-7
Cc1nc(C(=O)NCc2ccccc2)sc1C1(C)CC(c2ccccc2)=NO1 (stereo unspecified),-2,16,-52,7,13,18,16,13,-1
COc1ccc(CNc2nc3c(c(=O)[nH]c(=O)n3C)n2Cc2ccccc2C)cc1,4,25,-1,0,1.3,-14,-3,-3,1
CN(Cc1ccccc1)S(=O)(=O)c1ccc(Cl)c(C(=O)O)c1,-7,17,8,3,0.8,-4,0,-1,8
CCCOC(=O)CCc1n[nH]c(=O)[nH]c1=O,4,22,7,-6,0.0,-14,10,-2,2
CCOC(=O)NCc1cc(-c2nn(C)c(=O)c3ccccc23)ccc1C,-4,4,-25,2,-0.3,7,6,2,-7
CCOC(=O)c1c(NC(=O)c2ccco2)sc(C(=O)N2CCCC2)c1C,2,6,0,1,-0.1,-7,1,1,-4
CCOC(=O)N1CCC(NC(=O)c2cc(S(=O)(=O)NCCc3ccccc3)ccc2F)CC1,-8,7,19,16,-3.5,-15,5,0,-10
COC(=O)CS(=O)(=O)c1ccsc1C(=O)Nc1ccc(F)cc1,8,-15,-3,-5,-1.4,5,-1,-1,1
COc1ccc(OCC(=O)N2CCC(n3nccc3NC(=O)C3CC3)CC2)cc1,4,18,9,13,0.1,-8,1,-4,-3

# (further entries)
SMILES,M4 PAM,CHO-K1 Ca PAM,CRFBP-R2 block,CHRM5 antagonist,CRFR2-BP ag,TAAR1 antag,TAAR1 ag,CHRM5 agonist,M5 PAM
CCCOc1ccc(C2C(C(=O)c3ccc(C)o3)=C(O)C(=O)N2CCCn2ccnc2)cc1 (stereo unspecified),1,22,3,-2,-1.4,-1,3,-12,7
COc1ccc(CC(=O)OCC(=O)Nc2cccc(Cl)c2)cc1,2,-16,-5,-1,-0.6,-8,1,5,0
COCC(=O)N(C)C[C@H]1Oc2ncc(Br)cc2C(=O)N([C@@H](C)CO)C[C@H]1C,8,22,-8,7,0.5,1,5,1,1
O=CN1CCN(C(=O)Cc2ccc(Cl)cc2)CC1,4,24,-10,-2,-0.6,3,3,0,0
CSCCC(NC(=O)c1ccccc1Cl)C(=O)N(C)CC(=O)Nc1ccc(N2CCOCC2)cc1 (stereo unspecified),-5,-10,14,-2,-1.8,-3,1,1,-2
COc1ccc(S(=O)(=O)Cc2ccc(C(=O)N3CCN(c4cccc(C)c4)C(C)C3)o2)cc1 (stereo unspecified),-13,16,14,11,0.2,59*,4,2,-18
O=C(COC(=O)CC12CC3CC(CC(Br)(C3)C1)C2)NC(=O)NCc1ccco1,5,9,-15,6,-1.1,-11,3,-4,-8
COc1ccc(CNC(=O)C(C)NCc2ccccc2Cl)cc1 (stereo unspecified),-6,12,14,15,-0.2,-8,-1,-1,-13
CCC(=O)NC(=S)Nc1cccc(NC(=O)c2ccccc2)c1,2,13,-20,7,7.5,26,8,-2,-11
